UPR XBP1 act: activators of adaptive XBP1 UPR arm, primary screen, cell-based, CHO-XBP1 luciferase reporter, luminescence, uHTS; activation, % at 20 µM; AID 463104, 2010; IRE1-XBP1 UPR activation; percent of tunicamycin response, DMSO as zero; 330,000 tested, 0.33% active;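 active = versus positive control, 20 µM dose yields 30% or more activation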;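 also: 100% = tunicamycin at 10 µg/mL and 0% = DMSO only wells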
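Material – CHO cell line with stable XBP1 luciferase reporter · Buffer or medium – F12 plus 10% FBS · Compound – single point, 20 µM final compound, 1% DMSO · Schedule – 16-18 h cell attachment at 37 °C, then 6 h compound exposure · Signal – Steady-Glo luminescence read · Benchmarks – high control tunicamycin 10 µg/mL final, low control DMSO vehicle only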
TIM10 inh: growth inhibitors of isogenic TIM10 control yeast, primary screen, counter-screen for tim10-1 yeast inhibitor project, luminescence, uHTS; S. cerevisiae TIM10 strain growth, BacTiter-Glo luminescence, 24 h; inhibition, % at 10 µM; 330,000 tested, 1.4% active;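 active = inhibition of 40% or more at the single tested concentration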;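 also: wild-type TIM10 isogenic control strain grown at permissive 25 °C; 0% = DMSO yeast wells and 100% = minimal medium wells without yeast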
UPR CHOP act: activators of apoptotic CHOP UPR arm, primary screen, cell-based, CHO-CHOP luciferase reporter, luminescence, uHTS. UPR activation; percent of tunicamycin response over DMSO baseline. activation, % at 10 µM. 330,000 tested, 0.34% active. AID 449763, 2010;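 active = at 10 µM dose, activation of 40% or more, normalized to positive control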;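 also: 100% = tunicamycin at 10 µg/mL and 0% = DMSO alone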
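System: CHO-CHOP luciferase reporter cell line; amount: 500 cells/well; buffer or medium: F12 medium containing 10% fetal bovine serum; incubation: 6 h compound exposure at 37 °C after overnight seeding; measured by: luciferase luminescence after 10 min with Steady-Glo reagent; evaluation: % reporter activation, DMSO baseline versus tunicamycin full activation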
CXCR6 inh: CXCR6 receptor inhibitors, primary screen, cell-based, beta-arrestin, luminescence, CHO-K1 PathHunter, 1536-well | inhibition, % at 20 µM | 360,000 tested, 0.36% active | C-X-C chemokine receptor type 6 (Homo sapiens), O00574 | AID 602244, 2012; in the data active = inhibition above about 34%, passing the limit was not always enough;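 also: antagonist mode with CXCL16 agonist at 10 nM final; 0% = 10 nM CXCL16 with DMSO and 100% = unstimulated wells without agonist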
Target sequence (O00574 whole entry, looked up): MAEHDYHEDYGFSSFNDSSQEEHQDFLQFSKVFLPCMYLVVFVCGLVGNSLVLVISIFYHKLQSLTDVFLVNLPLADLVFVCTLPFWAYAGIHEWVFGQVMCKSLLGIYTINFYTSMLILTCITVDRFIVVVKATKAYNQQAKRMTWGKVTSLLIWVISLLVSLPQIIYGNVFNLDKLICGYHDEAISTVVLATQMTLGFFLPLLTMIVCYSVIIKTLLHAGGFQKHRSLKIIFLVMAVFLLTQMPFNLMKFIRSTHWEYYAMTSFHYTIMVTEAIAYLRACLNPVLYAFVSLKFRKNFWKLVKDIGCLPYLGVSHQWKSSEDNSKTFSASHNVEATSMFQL
tim23-1 inh: growth inhibitors of tim23-1 mutant yeast, primary screen, luminescence, uHTS; S. cerevisiae tim23-1 growth, BacTiter-Glo luminescence, 24 h; 330,000 tested, 1.3% active; inhibition, % at 20 µM;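 active = growth inhibition of the mutant yeast at or above 50%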;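 also: temperature-sensitive mutant grown at 25 °C; plate controls were DMSO-treated mutant yeast for no effect and medium wells lacking yeast for full effect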
Mdm2 MdmX PPI: inhibitors of human Mdm2-MdmX association, primary screen, cell-based, luminescence, split luciferase, SaOS-2, uHTS; AID 485346, 2010; 330,000 tested, 3% active; inhibition, % at 8 µM; SaOS-2 split-luciferase Mdm2/MdmX complementation;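 active = inhibition of at least 50% at 8 µM in the primary screen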
tim10-1 inh: growth inhibitors of tim10-1 mutant yeast, primary screen, luminescence, uHTS | S. cerevisiae tim10-1 ts strain growth, BacTiter-Glo, 24 h | inhibition, % at 20 µM | 330,000 tested, 2.2% active | AID 463190, 2010;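 active = inhibition of at least 40%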;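 also: mutant grown at 25 °C; 0% = DMSO wells with yeast and 100% = wells holding no yeast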
APJ antag: antagonists of human apelin receptor APJ, primary screen, CHO-K1 cells, beta-arrestin complementation, luminescence | AID 2521, 2010 | inhibition, % at 20 µM | 330,000 tested, 0.32% active | P35414;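 active = inhibition above about 40% at 20 µM, limit read from the data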;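 also: cells challenged with 10 nM apelin-13 agonist together with compound; plate controls were apelin-13 plus DMSO wells for no effect and DMSO wells lacking apelin-13 for full effect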
Target sequence (P35414 whole entry, looked up): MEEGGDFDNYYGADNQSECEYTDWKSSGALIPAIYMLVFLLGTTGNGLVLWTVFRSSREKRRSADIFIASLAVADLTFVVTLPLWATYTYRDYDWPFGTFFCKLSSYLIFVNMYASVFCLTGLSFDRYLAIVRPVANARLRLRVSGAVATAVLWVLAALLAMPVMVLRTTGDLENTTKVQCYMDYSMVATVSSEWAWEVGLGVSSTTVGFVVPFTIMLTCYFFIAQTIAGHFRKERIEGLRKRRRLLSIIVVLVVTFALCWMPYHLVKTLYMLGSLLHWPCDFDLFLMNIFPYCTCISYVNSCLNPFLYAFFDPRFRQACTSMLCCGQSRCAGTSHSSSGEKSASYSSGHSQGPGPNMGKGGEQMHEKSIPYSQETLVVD
APJ agonist: agonists of human apelin receptor APJ, primary screen, CHO-K1 cells, PathHunter beta-arrestin, luminescence | 0% DMSO wells, 100% apelin | AID 2520, 2010 | 330,000 tested, 0.11% active | activation, % at 20 µM | P35414;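 active = activation more than six SD over the plate average, tested at 20 µM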;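 also: 0% = DMSO alone and 100% = apelin-13 at 10 nM; some results filed as inactive read as strong as hits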
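Test system: CHO-K1 APJ beta-arrestin complementation cell line. Amount: cell density 1000 per well. Controls: DMSO negative, 10 nM Apelin-13 positive. Signal: luminescent beta-gal fragment complementation, chemiluminescent substrate. Read-out basis: agonist-driven arrestin binding to APJ. Timing: compound stimulation 90 min at 25 °C, detection 60 min.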
Starred values were filed as active, the others as inactive; . = no result given. A portion of the library. The share of hits here may be higher or lower than overall.

item	SMILES	UPR XBP1 act	TIM10 inh	UPR CHOP act	CXCR6 inh	tim23-1 inh
1	CCc1cc2c(C)cc(=O)oc2cc1OC(=O)C1CCCN1C(=O)OC(C)(C)C (stereo not drawn)	2	23	0.6	.	3
2	Cc1ccc(O)c(CNCCNCc2cc(C)ccc2O)c1	2	6	-0.4	-8	7
3	O=C1C2CCCCC2C(=O)N1c1cccc(OS(=O)(=O)c2ccccc2)c1 (stereo not drawn)	-1	-1	0.5	-2	14
4	CCOc1ccc(NC(=O)c2nnn(CC(=O)Nc3ccccc3OC)c2N)cc1	1	7	2.4	-5	1
5	O=c1cc(-c2ccccc2)nc2nc(COc3ccccc3)[nH]n12	-1	8	-1.4	-3	-7
6	Cc1nn(-c2ccccc2C(=O)O)c(=O)c2ccccc12	0	7	0.1	3	-3
7	COc1cc(NC(=O)CSc2nnc(-c3cc(C)on3)o2)cc(OC)c1	-5	-10	1.0	-10	9
8	COC(=O)c1c(-c2cccc(C)c2)csc1NC(=O)C1CCCO1 (stereo not drawn)	1	-26	1.5	-2	3

item	Mdm2 MdmX PPI	tim10-1 inh	APJ antag	APJ agonist
1	9	46*	-1	-4
2	73*	29	18	6
3	14	-2	9	2
4	-2	19	1	-3
5	11	-22	13	-5
6	5	-1	-13	-3
7	-4	6	-16	0
8	-20	11	-35	0

Molecules from the list above with nitrogen in an aromatic ring:
item	SMILES	UPR XBP1 act	TIM10 inh	UPR CHOP act	CXCR6 inh	tim23-1 inh
4	CCOc1ccc(NC(=O)c2nnn(CC(=O)Nc3ccccc3OC)c2N)cc1	1	7	2.4	-5	1
5	O=c1cc(-c2ccccc2)nc2nc(COc3ccccc3)[nH]n12	-1	8	-1.4	-3	-7
6	Cc1nn(-c2ccccc2C(=O)O)c(=O)c2ccccc12	0	7	0.1	3	-3
7	COc1cc(NC(=O)CSc2nnc(-c3cc(C)on3)o2)cc(OC)c1	-5	-10	1.0	-10	9

item	Mdm2 MdmX PPI	tim10-1 inh	APJ antag	APJ agonist
4	-2	19	1	-3
5	11	-22	13	-5
6	5	-1	-13	-3
7	-4	6	-16	0

Carrying on.
item	SMILES	UPR XBP1 act	TIM10 inh	UPR CHOP act	CXCR6 inh	tim23-1 inh
9	O=C(O)c1ccc(C2CCCCC2)cn1	-2	8	-1.7	14	9
10	Cc1ccccc1CCNC(=O)Cn1ccc2cc(S(=O)(=O)N3CCCC3)ccc21	-5	5	0.7	10	12
11	COC(=O)CSc1nc(-c2ccccc2)cc(-c2ccco2)c1C#N	-1	19	0.3	8	3
12	Cc1cc(C(=O)OCC(=O)c2ccc(Br)s2)no1	0	8	0.0	12	25
13	O=C1/C(=C\c2ccccc2)SC(=S)N1CCC(=O)N1CCCCC1CCO (stereo not drawn)	-2	26	3.1	-10	46
14	CC(=O)c1ccc(NC(=S)N2CCC(O)CC2)cc1	-4	-6	4.1	-1	-5
15	CCOC(=O)c1cn2nc(N3CCCCC3)ccc2n1	-8	-1	-7.8	-1	-26
16	O=S(=O)(c1ccccc1)N1CCN(c2ccnc3cc(Cl)ccc23)CC1	1	16	-1.7	-4	63*

item	Mdm2 MdmX PPI	tim10-1 inh	APJ antag	APJ agonist
9	22	14	8	-2
10	12	20	5	-3
11	-12	25	7	-2
12	-7	15	17	-7
13	72*	32	1	7
14	20	-10	7	-3
15	42	6	7	-2
16	30	58*	1	1

Following part:
item	SMILES	UPR XBP1 act	TIM10 inh	UPR CHOP act	CXCR6 inh	tim23-1 inh
17	O=C(O)CNC(=O)c1ccc(Oc2c(F)c(F)c(Oc3ccc(C(=O)NCC(=O)O)cc3)c(F)c2F)cc1	2	-10	0.0	-4	9
18	Cc1ccc(NC(=O)CN2CCC3(O)CCCCC3C2c2ccc3c(c2)OCO3)c(C)c1 (stereo not drawn)	-2	32	1.0	3	22
19	CCCc1cc(=O)[nH]c(N/N=C/C=C\c2ccccc2)n1	-1	0	-0.7	18	18
20	N#CC(Cc1cc2ccccc2n1S(=O)(=O)c1ccccc1)OCc1ccccc1 (stereo not drawn)	0	-7	2.5	1	30
21	Cc1ccc(C(=O)n2cnc3ccccc32)cc1C	-1	11	8.4	10	25
22	COCCNC(=O)CSc1nc(N)c(NC(=O)c2ccccc2F)c(=O)[nH]1	-2	-5	0.2	5	7
23	O=C(CCC1CCCCC1)NCc1cccs1	-3	9	1.0	-8	8
24	O=C(c1ccco1)N1N=C(c2cccs2)CC1c1cc([N+](=O)[O-])ccc1O (stereo not drawn)	-2	21	1.1	13	43

item	Mdm2 MdmX PPI	tim10-1 inh	APJ antag	APJ agonist
17	21	-12	-27	-2
18	35	45*	14	-5
19	11	28	19	-3
20	-13	7	.	.
21	6	39	5	-3
22	1	17	-1	-1
23	-8	21	19	-1
24	12	25	7	-2

Further entries:
item	SMILES	UPR XBP1 act	TIM10 inh	UPR CHOP act	CXCR6 inh	tim23-1 inh
25	CCOC(=O)c1c(C)n(-c2ccccc2)c2ccc(O)c(CN(C)C)c12	1	15	3.9	9	10
26	Cc1c(OCC(=O)C(C)(C)C)ccc2c(-c3ccccc3)cc(=O)oc12	-4	-108	-1.0	12	2
27	O=C(Cn1nnc(-c2ccc(CN3CCOCC3)cc2)n1)N1CCCc2ccccc21	-1	15	-1.9	7	17
28	Cc1ccc(NC(=S)N2CCC(c3ccc(C)cc3)C2)cc1 (stereo not drawn)	1	21	1.1	7	29
29	O=c1cc(N2CCN(Cc3ccccc3)CC2)[nH]c(=O)n1-c1cccc(C(F)(F)F)c1	1	3	1.6	9	-9
30	O=C(CCC(=O)N1CCN(c2ccc(F)cc2)CC1)c1ccccc1	1	-9	0.5	0	2
31	CCc1ccc(NC(=O)CSc2nc(N)c(NC(=O)c3ccc(F)c(F)c3)c(=O)[nH]2)cc1	-4	-16	-0.1	-3	-16
32	Cc1nonc1-c1csc(N)n1	0	4	0.1	2	3

item	Mdm2 MdmX PPI	tim10-1 inh	APJ antag	APJ agonist
25	49	23	2	-2
26	-6	-28	-1	1
27	3	8	0	-4
28	-5	-15	11	-2
29	16	-4	3	-2
30	6	15	26	-2
31	20	-17	-2	-6
32	-10	5	4	-2

Copied from the list.
`Cc1cc(C(=O)OCC(=O)c2ccc(Br)s2)no1` – Mdm2 MdmX PPI: -7
`O=C1C2CCCCC2C(=O)N1c1cccc(OS(=O)(=O)c2ccccc2)c1` (stereo not drawn) – UPR XBP1 act: -1

Further records
item	SMILES	UPR XBP1 act	TIM10 inh	UPR CHOP act	CXCR6 inh	tim23-1 inh
33	CN1CCN(c2ccc(-c3ccnn3C(=O)Nc3ccccc3)cc2)CC1	-3	11	-1.1	-3	11
34	Cc1cc(C)c(S(=O)(=O)N2CCCC(C(=O)NCc3ccccn3)C2)c(C)c1 (stereo not drawn)	-2	-9	1.2	1	6
35	CCN(c1ccc(OC)cc1)c1ncnc2nc[nH]c12	-1	-3	-1.5	6	0
36	Cc1csc(NC(=O)CSc2nnc(NC(=O)C3CC(=O)N(c4ccccc4)C3)s2)n1 (stereo not drawn)	-1	-20	1.0	3	-20
37	CCn1c(SCC(=O)N2CCCc3ccccc32)nnc1-c1ccoc1C	-1	12	-1.1	-4	22
38	Cc1cc(C)nc(Nc2ncc(O)n2-c2ccccc2)n1	-1	-10	-1.1	-9	1
39	C[C@H](NC(=O)c1ccc(Cl)cc1)C(=O)OCn1nnc2ccccc2c1=O	-2	-29	0.0	-12	7
40	COC(=O)C1=CN(C2CC2)C=C(C(=O)OC)C1c1ccc(C(F)(F)F)cc1	0	19	-0.7	8	14

item	Mdm2 MdmX PPI	tim10-1 inh	APJ antag	APJ agonist
33	-5	14	-3	-2
34	0	-6	1	-2
35	63*	7	-86	-3
36	6	-9	0	-2
37	4	12	14	2
38	15	-11	5	1
39	3	-12	12	-2
40	20	20	0	-1

The listing continues:
item	SMILES	UPR XBP1 act	TIM10 inh	UPR CHOP act	CXCR6 inh	tim23-1 inh
41	CCCNC(=O)Cc1c(C)oc2ccccc12	-1	-13	-1.7	12	-28
42	CCOC(=O)C1=C(C)NC2=C(C(=O)C(C(=O)OCC)C(c3ccc(OC)cc3)C2)C1c1ccccn1 (stereo not drawn)	-2	-4	0.8	-1	-1
43	OC(COc1ccc2c(c1)OCO2)CN1CCCCC1 (stereo not drawn)	-3	10	1.1	0	-7
44	O=S(=O)(c1ccc(Cl)s1)N1CCCCC1	-2	7	1.0	1	0
45	CC1CCCCC1NC(=O)COC(=O)C12CC3CC(CC(Cl)(C3)C1)C2 (stereo not drawn)	-1	21	0.5	-3	33
46	CC1(NC(=O)Cc2csc(-c3cccc(Cl)c3)n2)CCS(=O)(=O)C1 (stereo not drawn)	-2	0	0.8	-2	7
47	CCN1CCN(C(c2cccs2)C(C)NC(=O)c2ccco2)CC1 (stereo not drawn)	0	1	2.8	-2	-8
48	CS(=O)(=O)NCCCNc1c(Cl)cccc1[N+](=O)[O-]	-2	5	-2.0	4	5
49	COc1cccc(NC(=O)CCCn2nc(C)c3c(C)n(-c4ccccc4)nc3c2=O)c1	-5	3	-2.4	4	11

item	Mdm2 MdmX PPI	tim10-1 inh	APJ antag	APJ agonist
41	4	-25	-21	-3
42	9	-18	19	5
43	19	11	3	-2
44	0	-5	6	-2
45	-10	4	-1	-2
46	-24	-1	-3	-3
47	11	12	7	-5
48	18	8	17	2
49	1	8	10	-3

From PubChem BioAssay
